Screens (PubChem BioAssay)
FLuc counter = qHTS profiling assay for firefly luciferase inhibitor/activator using purifed enzyme and Km concentrations of substrates (counterscreen for miR-21 project); Potency, µM (highest dose often 57.5 µM), inactives show at the highest dose activity change, negative = inhibition, most hits filed as inhibitors; purified FLuc, Km substrates, luminescence inhibition; AID 588342, 2011; Luciferin 4-monooxygenase (Photinus pyralis), P08659; hit rate 6.9% among 360,000;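 further: potency means the concentration at half of the fitted maximal effect; plate controls were vehicle for no effect and reference inhibitor for full effect; nearly all actives have a fitted effect of over 55% in size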
Target sequence (P08659 whole entry, looked up): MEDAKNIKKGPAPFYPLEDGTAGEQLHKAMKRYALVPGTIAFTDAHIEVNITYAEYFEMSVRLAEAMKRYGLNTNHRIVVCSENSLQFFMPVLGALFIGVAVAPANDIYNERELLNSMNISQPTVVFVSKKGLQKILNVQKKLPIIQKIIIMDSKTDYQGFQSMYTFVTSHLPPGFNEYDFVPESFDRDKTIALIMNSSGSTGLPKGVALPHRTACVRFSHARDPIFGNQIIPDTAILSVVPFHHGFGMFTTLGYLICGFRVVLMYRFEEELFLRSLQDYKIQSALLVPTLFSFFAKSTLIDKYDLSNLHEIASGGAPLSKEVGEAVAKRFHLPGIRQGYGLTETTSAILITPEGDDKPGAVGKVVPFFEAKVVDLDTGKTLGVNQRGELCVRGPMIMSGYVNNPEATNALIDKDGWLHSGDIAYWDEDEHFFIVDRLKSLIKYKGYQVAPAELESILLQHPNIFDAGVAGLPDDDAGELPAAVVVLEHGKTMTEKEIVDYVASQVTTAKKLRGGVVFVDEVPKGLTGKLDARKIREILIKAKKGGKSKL
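Biochemical qHTS of compounds, final roughly 60 µM downward over six points, against 10 nM purified firefly luciferase using Km concentrations of substrates (10 uM D-luciferin, 10 uM ATP) in Tris acetate pH 7.5 buffer; luminescence output.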
RORgamma inh = qHTS for inhibitors of ROR gamma transcriptional activity. Nuclear receptor ROR-gamma (Mus musculus), P51450. Drosophila S2 Gal4-RORgamma UAS-luciferase reporter, 20 h. Potency, µM (series often up to 53.6 µM), without a hit: at the highest dose activity change, negative = inhibition, hits mostly inhibitors. hit rate 5.4% among 310,000. AID 2551, 2010; further: potency means the concentration at half of the fitted maximal effect; on the % scale 0 is the no-effect control and ±100 the full control effect; nearly all actives have a fitted effect of over 60% in size
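Stable Schneider cell line, Gal4 DNA-binding domain fused to ROR gamma, UAS-luciferase. Cmpd 1 hr RT → CuSO4 700 uM final → 20 hr RT → luciferase reagent 10 min → luminescence.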
Giardia killer = Small Molecules that selectively kill Giardia lamblia: qHTS; Giardia lamblia trophozoite viability; activity change, % at 7.66 µM, hits read low; hit rate 0.15% among 340,000; in the data active means activity change below about -80%; inconclusive means between about -30% and that limit;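 further: parasites exposed to compound for two days anaerobically before the ATP read; on the % scale 0 is the no-effect control and ±100 the full control effect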
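Giardia trophozoites, 100 cells per well, were exposed to compounds for 48 hrs at 37 deg C under anaerobic conditions; viability was then read as ATP content by bioluminescence after 15-30 min at room temperature.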
ELG1 genotox = qHTS screen for small molecules that induce genotoxicity in human embryonic kidney (HEK293T) cells expressing luciferase-tagged ELG1. Potency, µM (doses to about 46 µM), without a hit: top-dose activity change, positive = activation, most hits filed as activators. AID 504466, 2011. HEK293T ELG1-luciferase reporter, luminescence, 16 h. hit rate 1.3% among 330,000; further: potency means the concentration at half of the fitted maximal effect; % of control where 0% means no effect; nearly all actives have a fitted effect of over 60% in size
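HEK293T cells expressing luciferase-tagged ELG1 were exposed to compound or DMSO vehicle for 16 hr at 37 °C and 5% CO2. Luciferase activity was then measured with ONE-Glo after 30 min at room temperature.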
NPC1 promoter act = qHTS Assay for NPC1 Promoter Activators | Huh7 NPC1 promoter luciferase reporter, 24 h | Potency, µM (titrated, usually from 9.22 µM), without a hit: top-dose activation, hits mostly activators | hit rate 2.4% among 320,000 | AID 485313, 2010;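 further: potency means the concentration at half of the fitted maximal effect; % of control where 0% means no effect; nearly all actives have a fitted effect of over 60% in size; reporter is driven by a mutant NPC1 promoter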
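Compounds in DMSO were transferred onto Huh7 NPC1-luciferase reporter cells pre-incubated 2 h; after 24 h at 37 °C, Amplite reagent was dispensed and luminescence recorded 10 min later.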
Menin-MLL TR inh = qHTS Assay for Inhibitors Targeting the Menin-MLL Interaction in MLL Related Leukemias: Competition With Texas Red Labeled MLL-derived Mutant Peptide; hit rate 0.23% among 270,000; Menin + Texas Red MLL mutant peptide, fluorescence polarization; O00255; Potency, µM (titrated, usually from 61.6 µM), without a hit: at the highest dose FP activity change, negative = inhibition, hits mostly inhibitors; active means well fitted inhibition curve with a large enough effect in the polarisation, with a control signal flat, not every such curve was filed as active; inconclusive means small, poorly fitted or top-dose-only effect, or effect the other way, or a change in a side signal; inactive means no such curve, though single readings can be large or run the other way; the % refers to the polarisation; further: potency means the concentration at half of the fitted maximal effect; % of control where 0% means no effect; many of its hits are not listed in these tables
Gal4-VP16 FLuc = VP16 counterscreen qHTS for inhibitors of ROR gamma transcriptional activity; Drosophila S2 Gal4-VP16 UAS-luciferase, luminescence, 20 h; Potency, µM (doses to about 53.6 µM), without a hit: at the highest dose activity, negative = inhibition, usual class: inhibitors; hit rate 3.5% among 310,000; AID 2546, 2010;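 further: Gal4-VP16 expression switched on by copper sulfate through the metallothionein promoter; potency means the concentration at half of the fitted maximal effect; on the % scale 0 is the no-effect control and ±100 the full control effect; nearly all actives have a fitted effect of over 50% in size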
PKM2 activator = qHTS Assay for Activators of Human Muscle isoform 2 Pyruvate Kinase | purified PKM2, Kinase-Glo ATP luminescence, activation; response scale: 0% is enzyme alone, no compound | Potency, µM (titrated, usually from 57.5 µM), for inactives: at the top dose activation, usual class: activators | hit rate 0.34% among 260,000; further: potency means the concentration at half of the fitted maximal effect; on the % scale 0 is the no-effect control and ±100 the full control effect; nearly all actives have a fitted effect of over 55% in size
Target sequence (P14618 whole entry, looked up, canonical isoform): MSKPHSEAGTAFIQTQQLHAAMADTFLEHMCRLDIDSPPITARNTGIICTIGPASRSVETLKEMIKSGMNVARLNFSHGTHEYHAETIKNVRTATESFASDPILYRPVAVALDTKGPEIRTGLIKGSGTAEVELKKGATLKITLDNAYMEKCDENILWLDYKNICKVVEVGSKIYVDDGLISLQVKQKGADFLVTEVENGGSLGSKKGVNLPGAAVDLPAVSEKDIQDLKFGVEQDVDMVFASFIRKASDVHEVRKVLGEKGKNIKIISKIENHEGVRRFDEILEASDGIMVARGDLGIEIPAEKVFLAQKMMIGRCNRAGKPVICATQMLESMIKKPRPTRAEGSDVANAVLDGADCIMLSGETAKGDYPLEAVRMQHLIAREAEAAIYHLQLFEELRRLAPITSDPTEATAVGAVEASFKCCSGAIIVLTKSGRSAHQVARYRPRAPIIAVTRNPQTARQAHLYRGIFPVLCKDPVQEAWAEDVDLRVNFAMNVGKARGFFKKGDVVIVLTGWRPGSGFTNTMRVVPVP
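hPK-M2, >95% pure; 0.1 mM ADP / 0.5 mM PEP final; imidazole pH7.2 buffer w/ 7 mM MgCl2, 50 mM KCl; 1 h RT; Kinase-Glo lum. Intermediate enzyme activity for dual inhibitor/activator qHTS.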
p53 reactivation = qHTS assay for re-activators of p53 using a Luc reporter | H1299 p53-A138V BP100-luciferase reporter, luminescence, 24 h | Potency, µM (top dose mostly 92.2 µM), for inactives: at the highest dose activity change, positive = activation, hits mostly activators | hit rate 0.063% among 320,000 | AID 504706, 2011; further: potency means the concentration at half of the fitted maximal effect; % of control where 0% means no effect; nearly all actives have a fitted effect of over 45% in size
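p53-null H1299 cells stably carrying temperature-sensitive p53-A138V and a BP100-luciferase reporter were pinned with compounds (4-point, 1:5 series) and held 24 hrs at 37 deg C. Luminescence was read 10 min after detection reagent.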
Rab9 prom act = qHTS Assay for Rab9 Promoter Activators. hit rate 2.8% among 320,000. AID 485297, 2010. Huh7 Rab9 promoter-luciferase reporter, luminescence, 24 h. Potency, µM (top dose mostly 9.22 µM), for inactives: top-dose activation, negative = inhibition, usual class: activators; further: potency means the concentration at half of the fitted maximal effect; % of control where 0% means no effect; nearly all actives have a fitted effect of over 60% in size
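Huh7 reporter line, Rab9 promoter upstream of luciferase. Compound exposure 24 h at 37 °C in reduced-serum medium with 10% FBS. Read-out: luminescence.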
BRCA1 expr up = qHTS Assay to Identify Small Molecule Activators of BRCA1 Expression; Potency, µM (highest dose often 46.1 µM), for the others: at the top dose activation, usual class: activators; AID 624202, 2012; MCF7-BRCA1-FFLuc reporter, luminescence, 48 h; response scale: scaled: vehicle 0%, 10 µM genistein 100%; hit rate 1.1% among 380,000; further: potency means the concentration at half of the fitted maximal effect; nearly all actives have a fitted effect of over 80% in size; some results filed as inactive show a strong effect at the top dose
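Using MCF7 cells harboring a BRCA1 firefly luciferase reporter, plated 2 h before compound pinning, the screen measured luminescence after 48 h incubation. Responses were normalized to DMSO and 10 microM genistein, then fitted for concentration-effect.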
Starred values were filed as active, the others as inactive; u = inconclusive; x = no result given; [ ] = dose if it differs, or a comment. Unless noted, the call rests on the fitted dose curve; in most records, active means well fitted curve in the direction sought with a large enough effect; inconclusive means small, poorly fitted or top-dose-only effect, or another doubt; inactive means no such curve, though single readings can be large; an effect the other way counts as inactive or inconclusive. A portion of the library; rates above refer to the full screens.

SMILES	FLuc counter	RORgamma inh	Giardia killer	ELG1 genotox	NPC1 promoter act	Menin-MLL TR inh	Gal4-VP16 FLuc	PKM2 activator	p53 reactivation	Rab9 prom act	BRCA1 expr up
CC(C(=O)Nc1ccccc1)N1CCN(C(=O)c2ccco2)CC1 (configuration not stated)	x	x	-4	0%	-1%	x	x	x	4%	0%	7%
Cc1cc(N)n(-c2ccc3ccccc3c2)n1	17µM*	0%	-5	u	25%	-18%	2%	-3%	u	u	u
Cc1sc2ncnc(N3CCC(C(=O)Nc4nnc(SCc5ccccc5F)s4)CC3)c2c1C	0%	x	-17	-1%	-1%	x	x	x	2%	-1%	-28%
COc1ccc(S(=O)(=O)N2CCCCC2)cc1NC(=O)CCNC(=O)c1ccccc1Cl	x	x	0	-2%	-2%	x	x	x	-10%	-2%	-13%
Cc1nc([N+](=O)[O-])c(SCC(O)CCl)n1Cc1ccc(Cl)cc1 (configuration not stated)	-1%	21%	-3	-7%	-1%	-3%	7%	-2%	-9%	-8%	-34%
COc1ccccc1NC(=S)N(CCCN(C)C)Cc1cc2cc3c(cc2[nH]c1=O)OCO3	-2%	9%	31[activator]	x	-1%	-23%	-7%	14%	-4%	-8%	4%
Cc1cc(NCCCn2ccnc2)n2nc(-c3ccc(Cl)cc3)cc2n1	u	u	-5	13%	u	4%	u	-2%	0%	21%	56%
O=C(Nc1ccc(N2CCCC2)cc1)c1cccc(-c2cc3ccccc3oc2=O)c1	11µM*	26%	-22	-2%	6%	2%	18%	-11%	-3%	1%	30%
CN(C(=O)Cc1noc2ccccc12)c1ccccc1	-12%	22%	7	1%	0%	-4%	-8%	-14%	1%	3%	0%
Cc1ccn2c(CNCC3COCCO3)c(C(=O)N3CCCCCC3)nc2c1 (configuration not stated)	-1%	9%	18	3%	-6%	-12%	4%	-4%	1%	5%	-24%
O=C1c2ccccc2C(=O)c2c(NCCCN(CCO)CCO)cccc21	u	-40%	9	11%	-3%	u	-23%	-8%	-6%	-8%	-51%
Cc1cccc(CN2CCN(C3CCCC3)C(CCO)C2)n1 (configuration not stated)	4%	21%	14	-1%	-2%	-16%	2%	1%	0%	1%	1%
Cc1cc(C)cc(N(CC(=O)NCCSCc2ccccc2)S(C)(=O)=O)c1	-9%	0%	1	-7%	0%	-10%	1%	-4%	-5%	9%	5%
CN1C(=S)N(c2cccnc2)C(=O)/C1=C\c1ccc(N(C)C)cc1	u	5%	-14	12%	-4%	u	-9%	-2%	2%	10%	-24%
O=C1CC(C2CCCO2)C(=O)N1c1cccc(Cl)c1 (configuration not stated)	1%	0%	-3	1%	2%	-3%	-5%	-6%	2%	1%	0%
N#C/C(=C\c1ccc(-c2ccc(C(=O)O)cc2)o1)C(=O)NCC1CCCO1 (configuration not stated)	u	15%	-5	6%	u	-11%	17%	0%	17%	24%	62%
CC(C)CC(=O)/C(=C/c1ccc(N(C)C)cc1)n1cncn1	0%	28%	-8	-3%	-4%	-24%	8%	x	9%	0%[1.84 µM]	11%
O=C(Nc1cccc(C(F)(F)F)c1)c1sc(Cl)nc1C(F)(F)F	0%	41%	-1	3%	-1%	u	-13%	0%	x	-1%	-50%
COc1ccc(C(=O)c2c(N)sc3c2CCN(C)C3)cc1	1%	-1%	19	1%	-2%	14µM*	-1%	x	7%	0%	8%
O=C(CS(=O)(=O)c1ccc(Cl)cc1)NCc1ccccc1	2%	11%	4	-1%[9.26 µM]	-2%	13%	-3%	x	12%	-4%	19%
CCN(C(=O)COC(=O)C(Cc1ccccc1)N1C(=O)c2ccccc2C1=O)C1CCS(=O)(=O)C1 (configuration not stated)	0%	42%[0.365 µM]	-10	-2%	-3%	14%	x	-5%	-4%	-3%	-21%
C/C(=N/NS(=O)(=O)c1ccccc1)c1ccc(NC(=O)C2CC2)cc1	2%	-14%	0	0%	1%	-4%	10%	-8%	-1%	-5%	19%
c1ccc(Cn2nnc3cnccc32)cc1	1%	15%	1	1%	5%	6%	3%	-16%	-2%	-14%	6%
COc1ccc(NS(=O)(=O)c2ccc(N/N=C(\C)c3ccncc3)c([N+](=O)[O-])c2)cc1	0%	-3%	3	1%	-19%	11%	-1%	-8%	22%	-21%	-73%
C/C(=N\NC(=O)CCCNc1cccc(C)c1)c1ccncc1	0%	3%	6	2%	-2%	14%	-20%	-9%	-1%	-5%	3%
More records follow:
SMILES	FLuc counter	RORgamma inh	Giardia killer	ELG1 genotox	NPC1 promoter act	Menin-MLL TR inh	Gal4-VP16 FLuc	PKM2 activator	p53 reactivation	Rab9 prom act	BRCA1 expr up
COc1ccc(OC)c(C(=O)NC2CC(C)(C)Cc3c2cnn3-c2ccccc2)c1 (configuration not stated)	2%	37%	-18	-10%	-3%	-5%	-10%	0%[0.46 µM]	5%	4%	-55%
Cc1ccc(NC(=O)c2ccc(NCCN)c([N+](=O)[O-])c2)cc1Cl	-14%	-12%	8	0%	4%	10%	-8%	-12%	17%	-2%	3%
COc1ccc(N(C(=O)c2cccnc2)S(=O)(=O)c2cccc([N+](=O)[O-])c2)cc1	3%	30%	-21	-5%	-4%	15%	27%	0%	0%	1%	-45%
Oc1ccc(-c2sc(Nc3ccccc3)n[n+]2-c2ccc(F)cc2)cc1	0%	-11%	10	1%	0%	-9%	7%	-8%	x	5%	-15%
Cc1ccc(CNC(=O)CCCn2c(=O)c3ccccc3n(CC(=O)NCc3ccco3)c2=O)cc1	-1%	8%	5	-2%	-1%	u	7%	0%	0%	0%	-21%
CCOC(=O)C1CCN(Cc2cn[nH]c2-c2ccc(C)cc2)CC1	-3%	0%	-4	-5%	5%	-6%	-10%	-18%	1%	7%	9%
CC(=O)c1cccc(NC(=O)c2sc(Cl)nc2C)c1	-19%	0%[1.91 µM]	10	0%	2%	0%	-16%	u	u	2%	-3%
COC(=O)c1ccc(CON2C(=O)c3ccccc3C2=O)cc1	u	-5%	32[activator]	u	3%	-8%	u	-6%	-1%	-2%	-3%
CCn1c2ccccc2c2cc(/C=N/O)ccc21	-8%	-21%	11	x	7%	2%	-7%	-30%	x	-1%	-2%
CC(=O)c1cccc(NC(=S)NCCc2ccc(F)cc2)c1	-2%	u	22	-7%	9%	-1%	-14%	-5%	17%	9%	27%
COc1cc([N+](=O)[O-])ccc1NC(=S)Nc1cc(C(=O)OC(C)C)cc(C(=O)OC(C)C)c1	2%	-21%	-7	-11%	1%	4%	-2%	-1%	19%	-3%	-57%
CCc1cc(=O)n2c([nH]c3ccccc32)c1C#N	19µM*	15%	3	15%	-1%	x	3%	-10%	8%	-6%	43%
CCc1ccccc1OCC(=O)OCC(=O)Nc1cc(C)on1	0%	x	-14	-1%	2%	x	x	x	8%	0%	10%
Cc1n[nH]c(=O)c2c(NC(=O)COC(=O)Cc3c(F)cccc3Cl)oc(C)c12	5%	x	-15	25%	1%	x	x	x	6%	-2%	1%
CSc1nc2ccccc2cc1/C=C(\C#N)c1ccc(Cl)c(Cl)c1	5%	4%	-10	1%	-3%	-8%	-4%	-1%	1%	1%	-46%
COc1ccc(-c2nnc(NC(=O)CSc3ccccc3)s2)cc1OC	-1%	u	8	3%	-5%	-3%	22µM*	-3%	10%	-1%	-1%
C[C@@H]1C=C(C(=O)N2CCN(C)CC2)O[C@H](OCc2ccc(CO)cc2)C1	1%	-3%	7	3%	1%	5%	-5%	-11%	1%	3%	9%
Nc1ccc(C(=O)N(CCO)CCO)cc1	-3%	-4%	-17	-2%	-3%	15%	-4%	7%	-3%	-9%	0%
Cc1cc(/C=N/NC(=O)CC2(C)OCCO2)c(C)n1-c1cc(Cl)cc(Cl)c1	-3%	-31%	-9	1%	-1%	-1%	-2%	10%	1%	-8%	7%
Fc1ccccc1CSc1nncn1NCc1cccs1	-1%	0%	-10	3%	-2%	2%	20%	27%	-1%	-4%	5%
CC(=O)c1ccc(NC(=O)CSc2ccc(-c3sc(C)nc3C)nn2)cc1	13µM*	-8%	6	-19%	12%	x	5%	1%	14%	5%	0%
COC(=O)C1[C@H]2C(=O)N(Cc3cccs3)C[C@]23C=C[C@H]1O3 (some centres not stated)	0%	-13%	-2	-1%	0%	-4%	-7%	-5%	-3%	-2%	10%
